BLM helicase inh: qHTS Assay for Inhibitors of Bloom's syndrome helicase (BLM) | Potency, µM (titrated, usually from 56.1 µM), for inactives: top-dose activity change, negative = inhibition, hits mostly inhibitors | hit rate 0.2% among 350,000 | recombinant BLM DNA unwinding, fluorescence dequenching | RecQ-like DNA helicase BLM (Homo sapiens), P54132;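 note: potency is the fitted concentration of half-maximal effect; plate controls were vehicle for no effect and no enzyme for full effect; nearly all actives have a fitted effect of over 35% in size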
POLI inh: qHTS for Inhibitors of Polymerase Iota. Pol iota fluorescent replication assay, 10 min. DNA polymerase iota (Homo sapiens), Q9UNA4. hit rate 1% among 390,000. Potency, µM (top dose mostly 115 µM), without a hit: top-dose activity, negative = inhibition, hits mostly inhibitors; note: potency is the fitted concentration of half-maximal effect
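Pol iota at 10 nM preincubated 15 min with compounds at room temperature; reaction started with fluorescent substrate, 50 nM final. Fluorescence read kinetically at 0 and 10 min; buffer-only wells as negative control.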
Pol kappa inh: qHTS for Inhibitors of Polymerase Kappa; DNA polymerase kappa (Homo sapiens), Q9UBT6; purified Pol kappa, fluorescent DNA synthesis assay, 10 min; Potency, µM (series often up to 107 µM), for inactives: at the top dose activity, negative = inhibition, usual class: inhibitors; hit rate 0.53% among 400,000; AID 588579, 2011; note: potency is the fitted concentration of half-maximal effect; % is set by controls: 0 for no effect and ±100 for the full control effect
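Activity was followed as the change in fluorescence between reads at 0 and 10 min after starting the reaction with 50 nM substrate. Beforehand, 10 nM polymerase had been preincubated with compound for 15 min at room temperature.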
Apoferritin bind: qHTS Assay for Identification of Novel General Anesthetics; Ferritin light chain (Equus caballus), P02791; apoferritin/1-aminoanthracene competitive binding, fluorescence; Potency, µM (doses to about 77.5 µM), inactives show at the highest dose activity change, negative = displacement, most hits filed as inhibitors; hit rate 0.074% among 350,000; AID 485281, 2010; note: potency is the fitted concentration of half-maximal effect; % is set by controls: 0 for no effect and ±100 for the full control effect; nearly all actives have a fitted effect of over 20% in size
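Apoferritin-based anesthetic binding model; compound displacement of fluorescent 1-AMA measured as endpoint fluorescence after 10 minutes at room temperature, scaled to free-ligand and complex controls.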
LDHA inh: qHTS assay for inhibitors of human lactate dehydrogenase; L-lactate dehydrogenase A chain (Homo sapiens), P00338; AID 1347041, 2019; purified LDHA, NADH/diaphorase-resazurin fluorescence; hits give low values; activity change, % (values are at about 110 or 230 µM); hit rate 0.15% among 480,000; in the data active = activity change below about -30%; inconclusive = mostly about -25% to -30%;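 note: plate controls were DMSO wells for no effect and wells without enzyme for full effect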
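Human LDH5 at 2 nM final in Tris HCl pH 7.4 with 0.06 mM NADH and 0.2 mM pyruvate, reacted 5 minutes at room temperature. Remaining NADH coupled via diaphorase/resazurin; resorufin fluorescence read at 0 and 20 minutes, normalized to enzyme-free and DMSO wells.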
Pol eta inh: qHTS for Inhibitors of Polymerase Eta | DNA polymerase eta (Homo sapiens), Q9Y253 | recombinant Pol eta, fluorescent DNA replication assay | Potency, µM (highest dose often 114 µM), without a hit: at the top dose activity change, negative = inhibition, hits mostly inhibitors | hit rate 1.2% among 390,000; note: potency is the fitted concentration of half-maximal effect; % is set by controls: 0 for no effect and ±100 for the full control effect
Target sequence (Q9Y253 whole entry, looked up): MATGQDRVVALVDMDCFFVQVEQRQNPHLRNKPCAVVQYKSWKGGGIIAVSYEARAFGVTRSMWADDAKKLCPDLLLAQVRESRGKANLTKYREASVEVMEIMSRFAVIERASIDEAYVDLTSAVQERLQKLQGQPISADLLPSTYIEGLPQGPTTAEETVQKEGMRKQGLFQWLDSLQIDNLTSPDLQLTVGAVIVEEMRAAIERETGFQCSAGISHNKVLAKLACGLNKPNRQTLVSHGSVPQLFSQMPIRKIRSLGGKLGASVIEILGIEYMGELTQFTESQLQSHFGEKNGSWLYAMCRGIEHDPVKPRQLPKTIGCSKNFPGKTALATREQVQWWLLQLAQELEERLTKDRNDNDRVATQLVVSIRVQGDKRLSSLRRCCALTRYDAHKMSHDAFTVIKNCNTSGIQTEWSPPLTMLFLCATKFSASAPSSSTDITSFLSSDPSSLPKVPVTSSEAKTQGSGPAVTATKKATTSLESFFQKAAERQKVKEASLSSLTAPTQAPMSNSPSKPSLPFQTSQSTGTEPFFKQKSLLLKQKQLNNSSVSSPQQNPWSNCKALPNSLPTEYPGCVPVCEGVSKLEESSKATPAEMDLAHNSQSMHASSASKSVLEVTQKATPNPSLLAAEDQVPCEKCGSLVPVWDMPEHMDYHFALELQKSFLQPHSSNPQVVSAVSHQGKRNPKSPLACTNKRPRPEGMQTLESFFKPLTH
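Fluorescent replication assay: 50 nM final substrate added after a 15 min room-temperature compound preincubation with 10 nM enzyme. Signal taken at 0 min and again at 10 min.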
APEX1 inh: qHTS Assay for Inhibitors of the Human Apurinic/apyrimidinic Endonuclease 1 (APE1); DNA repair nuclease/redox regulator APEX1 (Homo sapiens), P27695; recombinant APE1, TAMRA/BHQ-2 abasic DNA cleavage fluorescence; Potency, µM (doses to about 65.8 µM), for the others: at the highest dose activity change, negative = inhibition, usual class: inhibitors; hit rate 0.35% among 350,000;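 note: potency is the fitted concentration of half-maximal effect; plate controls were vehicle for no effect and reference inhibitor for full effect; nearly all actives have a fitted effect of over 55% in size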
Target sequence (P27695 whole entry, looked up): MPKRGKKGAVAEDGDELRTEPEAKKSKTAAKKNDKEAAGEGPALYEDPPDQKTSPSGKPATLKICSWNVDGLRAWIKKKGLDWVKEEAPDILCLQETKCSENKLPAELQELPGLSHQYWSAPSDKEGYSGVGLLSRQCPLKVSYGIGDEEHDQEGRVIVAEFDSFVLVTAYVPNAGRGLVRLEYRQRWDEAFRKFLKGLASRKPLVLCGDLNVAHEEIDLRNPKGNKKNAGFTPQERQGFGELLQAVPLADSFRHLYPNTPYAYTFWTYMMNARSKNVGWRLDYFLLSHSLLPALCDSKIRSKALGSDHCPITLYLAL
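Substrate: short duplex with […] THF abasic site, 5'-TAMRA and 3'-BHQ-2, 50 nM final. APE1 at 0.75 nM, preincubated 15 min RT with compound. Fluorescence increase from first to third read measured activity.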
Glioma ERSR ind: qHTS for Inducers of the Endoplasmic Reticulum Stress Response (ERSR) in Human Glioma: qHTS. U87-MG GRP78 promoter luciferase reporter, 16 h. Potency, µM, inactives show at the highest dose activation, usual class: activators. hit rate 0.02% among 420,000; note: potency is the fitted concentration of half-maximal effect; series mostly up to about 76 µM; % of control where 0% means no effect; nearly all actives have a fitted effect of over 35% in size
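Stably transfected U87-MG human glioma cells carrying a GRP78-based luminescent sensor were seeded at 1000 cells/well, pin-dosed with compounds and incubated 16 h. Luciferase reagent was then added, and end-point luminescence was read after 10 min at room temperature.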
POLB inh: qHTS Assay for Inhibitors of DNA Polymerase Beta; Potency, µM (highest dose often 114 µM), for the others: at the top dose activity change, negative = inhibition, most hits filed as inhibitors; P06746; Pol beta primer extension/strand displacement, fluorescence kinetic; AID 485314, 2010; hit rate 1.3% among 340,000; note: potency is the fitted concentration of half-maximal effect; % is set by controls: 0 for no effect and ±100 for the full control effect
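Pol beta (10 nM) was preincubated with compound for 15 min at room temperature. The reaction was then started with 50 nM substrate and read immediately and after a further 10 min at room temperature.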
The depositor's hits bear a star; u = inconclusive; x = no result given; & = joins results of further samples; [ ] = another dose, or the depositor's remark. Unless noted, calls come from the whole dose curve; as a rule, active = well fitted curve in the direction sought with a large enough effect; inconclusive = small, poorly fitted or top-dose-only effect, or another doubt; inactive = no such curve, though single readings can be large; an effect the other way counts as inactive or inconclusive.

SMILES	BLM helicase inh	POLI inh	Pol kappa inh	Apoferritin bind	LDHA inh	Pol eta inh	APEX1 inh	Glioma ERSR ind	POLB inh
C/C(CC(=O)Nc1c(C)cc(C)cc1C)=N\NC(=O)Cc1ccccc1	-5%	9%	-2%	-8%	-2	5%	-2%	-1%	24%
COc1ccc(Cl)cc1NC(=O)COC(=O)c1ccc(C)o1	x	u	-16%	x	1	-5%	u	-6%	x
O=C(O)CSCNC(=O)C12CC3CC(CC(C3)C1)C2	-2%	12%	-10%	-15%	-16	4%	14%	-4%	20%
CC(C)NC(=S)N/N=C/c1ccc(C(C)(C)C)cc1	-13%	117%[activator]	-6%	-16%	-2	-12%	-6%	2%	-8%
O=S(=O)(c1ccc(F)cc1)N1CCN(S(=O)(=O)c2ccc3c(c2)OCCO3)CC1	x	19%	0%	x	-4&-3	-21%	12%	-2%	x
O=C(COc1ccccc1)Nc1cccc2c1CCCC2	-7%	5%	-2%	-13%	-6	-19%	5%	-1%	32%[activator]
COc1ccc(NC(=O)NC(C)c2ccc3c(c2)OCO3)c(OC)c1 (stereo unspecified)	2%	78%[activator]	-6%	-4%	-4	-13%	-8%	-3%	3%
COc1cccc(C(=O)C[n+]2cccc3cc(OC)ccc32)c1	x	16%	-9%	x	-3	-9%	33%	-2%	x
Cc1cc(OC(C)C(=O)NCCCn2ccnc2)c2c(C)cc(=O)oc2c1 (stereo unspecified)	2%	-8%	6%	-8%	-2&-20	2%	3%	-3%	49%
O=C(CN1CCN(C(=O)c2cccc(S(=O)(=O)N3CCCC3)c2)CC1)Nc1ccc(F)cc1	x	16%	-1%	x	-9	-4%	-1%	-4%	x
CCCCOC(=O)c1ccc(NC(=S)NC(=O)c2ccco2)cc1	-3%	13%	-8%	-3%	-10	-5%	18%	-3%	20%
CC(=O)Nc1ccc(NC(=O)CSc2ccc([N+](=O)[O-])cn2)cc1	0%	33%[activator]	-24%	-5%	-20	1%	-1%	2%	-2%
CC(=O)N1CCc2cc(Br)cc(S(=O)(=O)N3CCN(c4ccccn4)CC3)c21	2%	11%	-24%	-8%	-6	-20%	-2%	-4%	-2%
CC(=O)N1CC(C)Sc2ccc(S(=O)(=O)NC(C)c3ccccc3)cc21 (stereo unspecified)	-1%	-7%	-5%	-5%	-9	-2%	5%	-5%	37%
COc1ccccc1OCC(=O)NNC(=O)Nc1ccccc1	x	36%[activator]	-11%	x	-7	1%	x	-4%	x
CN(C(=O)COC(=O)c1cc(=O)[nH]c2ccccc12)c1c(N)n(Cc2ccccc2)c(=O)[nH]c1=O	x	23%	5%	x	-5	-22%	33%	-6%	x
COc1ccc(C)cc1Nc1cc(C)nc2nc(C)nn12	3%	7%	3%	-4%	-3	-14%	-2%	-1%	13%
COc1ccc(N(CC(=O)Nc2ccccc2C(=O)N2CCCC2)S(=O)(=O)c2ccccc2)cc1	-4%	-22%	-2%	-16%	2	-19%	-18%	-5%	4%
CC(C)(C)NC(=O)CN(Cc1cccs1)C(=O)CN1C(=O)C(=O)c2ccccc21	-3%	u	-1%	-6%	0	1%	-8%	-3%	-13%
O=C(c1ccc(Cl)cc1)c1cccc(O)c1	x	4%	-18%	x	-2	-17%	x	-3%	x
CCOC(=O)C1CCN(C(=O)c2cc3cc(Br)ccc3oc2=O)CC1	-1%	4%	-4%	-5%	-11	-9%	0%	-2%	84%
CC1=C(C(=O)OCc2ccccc2)C(/C=C/c2ccccc2)NC(=S)N1 (stereo unspecified)	-6%	-10%	-14%	5%	1	-16%	1%	-6%	1%
COc1cccc(OC)c1C(=O)Nc1sc2c(c1C(N)=O)CCCC2	x	55%[activator]	-17%	x	-8	-15%	x	0%	x
N#Cc1cc2c(nc1SCC1COc3ccccc3O1)CCC2 (stereo unspecified)	-8%	1%	0%	-4%	-7	-3%	-4%	-2%	7%
COc1ccc(CN(C(=S)Nc2ccccc2)C2CC(=O)N(c3ccc(Cl)cc3)C2=O)cc1 (stereo unspecified)	-7%	6%	-20%	-20%	1	-11%	-5%	-4%	0%
CO[C@@H]1COC(=O)C/C=C\[C@@H](C)[C@H](OC)COC(=O)[C@@H](C)COC(=O)C/C=C\[C@H]1C	-1%[12.4 µM]	x	x	-3%[15.3 µM]	x	x	12%[12.4 µM]	-3%	x
CC(C)(C)OC1NS(=O)(=O)OCC1NCOC(Cl)(Cl)Cl (stereo unspecified)	1%	u	2%	-5%	0	-3%	43%	-3%	-14%
COc1cc(CN2CCN(C(=O)c3ccccc3F)CC2)cc(OC)c1OC	-2%	3%	-11%	-3%	u	-26%	-3%	-3%	-29%
O=C1CN(c2ccc(Cl)cc2)C(=O)CN1NC(=S)Nc1ccc(Cl)cc1	-1%	4%	-8%	-14%	-13	-8%	0%	-2%	13%
O=C(CN1CCN(CC(=O)Nc2ccccc2F)CC1)Nc1ccc(Cl)c(C(F)(F)F)c1	-6%	40%[activator]	-3%[60.1 µM]	3%	0	-25%	x	-3%	-1%
COc1ccc(C)cc1C(=O)CCC(=O)Nc1ccccc1N1CCOCC1	-5%	-10%	1%	-14%	-1	-4%	0%	-4%	-3%
CCOc1cc(C(=O)NCc2ccc(C)cc2)ccc1OCC(=O)N1CCOCC1	1%	24%	-1%	-4%	1	-1%	-3%	-2%	5%
CC(=O)c1nc2ccccc2n1S(=O)(=O)c1ccc(C)cc1	-5%	-6%[58.9 µM]	-10%	-7%	1	-14%	4%	0%	2%
COc1ccc(Br)cc1CNc1ccc(S(N)(=O)=O)cc1	-8%	-4%	-3%	-20%	-14	-13%	-9%	-2%	4%
N#Cc1ccccc1S(=O)(=O)N1CCN(c2nc(-c3cccnc3)nc3ccccc23)CC1	x	5%	-12%	x	-3&11	-3%	-7%	-4%	x
O=C(c1cnn(-c2cccc(F)c2)c1-n1cccc1)N1CCN(c2ccccc2F)CC1	-5%	14%	-2%	-5%	0	-13%	x	-2%	17%
CCc1ccc(S(=O)(=O)NCC(O)COc2ccc(OC)cc2)cc1 (stereo unspecified)	-4%	176%[activator]	-4%	-13%	5	-21%	u	-4%	5%
CCCN1CCN(CCCNC(=O)CN2C(=O)COc3ccccc32)CC1	3%	16%	-4%	11%	2	-8%	-4%	-1%	6%
Cc1[nH]c2ccc(F)cc2c1CCN1C(=O)OC(C)(C)C1(C)O (stereo unspecified)	2%	30%	0%	7%	-8	-12%	-2%	-4%	1%
Cc1ccc(CNC(=O)c2ccc(Br)o2)cc1	-1%	-4%	-9%	-7%	-7	4%	-6%	-2%	1%
CC(=O)Nc1ccc(S(=O)(=O)N2CCC(n3cnc4cc(F)ccc43)CC2)cc1	1%	2%	7%	u	-1	-10%	-6%	-2%	3%
O=C(O)c1cc(N=Nc2ccc(-c3ccc(N=Nc4ccc(O)c(C(=O)O)c4)cc3)cc2)ccc1O	18µM*	x	6µM*	-16%	x	x	8.9µM*	1%	x
Cn1c(-c2ccc(Br)o2)nc2cc(Br)ccc21	0%	17%	-11%	-19%	-8	u	0%	-7%	0%
CC1=NN2C(=N)/C(=C\c3cc(C)n(-c4ccc(C)cc4)c3C)C(=O)N=C2S1	-5%	-7%[58.9 µM]	-1%	-6%	-2	-20%	0%	-3%	23%
COc1ccc(C(C(O)C(=O)c2c[nH]c3ccccc23)N2CCN(c3ccccc3)CC2)cc1 (stereo unspecified)	-11%	13%	-9%	-1%	-8	-6%	-4%	-1%	-2%
COc1ccc(/C=N/Nc2ncnc3sc(C)c(C)c23)cc1	-15%	29%	-19%	-13%	-3	-16%	-1%	-3%	0%
COc1ccc(C(=O)Cn2cnc3ccccc3c2=O)c(OC)c1	-4%	-4%	7%	-7%	-1	-15%	-7%	0%	19%
CN1CCN2c3ccccc3CC3(C(=O)OC(C)(C)OC3=O)C2C1 (stereo unspecified)	x	14%	8%	x	-1	x	x	-3%	x
COc1ccccc1CN1CC(C(=O)N(Cc2cnn(C)c2)C(C)C)CCC1=O (stereo unspecified)	-3%	20%	6%	-6%	0	-10%	29%	2%	12%
C=C(CC[C@@H](O)C(C)(C)O)[C@H]1CC[C@]2(C)[C@@H]1CCC1[C@@]3(C)CCC(=O)C(C)(C)C3CC[C@]12C (stereo partly specified)	x	-18%	0%	x	-9	-10%	45%	1%	x
COC(=O)c1ccc([C@@H]2Nc3c(OC)ccc(C)c3[C@@H]3C=CC[C@@H]32)cc1	-10%	u	-9%	-16%	11	-1%	x	7%	-25%
CCOC(=O)C1CCCN(C(=O)c2ccc3c(c2)sc2nc(-c4ccc(C)cc4C)cn23)C1 (stereo unspecified)	-5%	64%[activator]	-7%	4%	0	-16%	x	0%	6%
CCn1c(C(=O)NCc2ccccc2Br)cc2oc3ccccc3c21	1%	-6%	-13%	94%[activator]	-18	-5%	x	-2%	-4%

Three entries out of the list, arranged by count of non-hydrogen atoms, highest first:
SMILES	BLM helicase inh	POLI inh	Pol kappa inh	Apoferritin bind	LDHA inh	Pol eta inh	APEX1 inh	Glioma ERSR ind	POLB inh
C=C(CC[C@@H](O)C(C)(C)O)[C@H]1CC[C@]2(C)[C@@H]1CCC1[C@@]3(C)CCC(=O)C(C)(C)C3CC[C@]12C (stereo partly specified)	x	-18%	0%	x	-9	-10%	45%	1%	x
COC(=O)c1ccc([C@@H]2Nc3c(OC)ccc(C)c3[C@@H]3C=CC[C@@H]32)cc1	-10%	u	-9%	-16%	11	-1%	x	7%	-25%
CN1CCN2c3ccccc3CC3(C(=O)OC(C)(C)OC3=O)C2C1 (stereo unspecified)	x	14%	8%	x	-1	x	x	-3%	x

Some of the compounds tested; the hit share may differ from the screen's.
